# MITF primary = blocks human microphthalmia-associated transcription factor. AlphaScreen MITF homodimerization, bead proximity signal. inhibition, % at 2.6 µM. 650,000 tested, 0.91% active. O75030; in the data active = inhibition above about 50%;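 also: 0% = vehicle wells with protein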
# Target sequence (O75030 whole entry, looked up): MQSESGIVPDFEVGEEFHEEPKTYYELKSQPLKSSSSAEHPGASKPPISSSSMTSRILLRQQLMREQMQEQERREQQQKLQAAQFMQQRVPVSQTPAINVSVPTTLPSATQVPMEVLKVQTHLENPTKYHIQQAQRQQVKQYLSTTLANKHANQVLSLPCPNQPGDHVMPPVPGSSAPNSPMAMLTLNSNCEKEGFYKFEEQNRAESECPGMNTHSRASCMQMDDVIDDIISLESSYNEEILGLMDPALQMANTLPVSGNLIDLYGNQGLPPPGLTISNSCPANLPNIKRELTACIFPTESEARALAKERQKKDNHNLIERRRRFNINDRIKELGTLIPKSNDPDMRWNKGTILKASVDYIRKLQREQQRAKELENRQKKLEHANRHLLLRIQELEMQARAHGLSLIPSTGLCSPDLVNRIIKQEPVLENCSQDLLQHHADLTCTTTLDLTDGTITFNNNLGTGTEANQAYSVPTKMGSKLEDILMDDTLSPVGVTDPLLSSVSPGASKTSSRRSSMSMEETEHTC
# FBW7 activator = activators of human E3 ligase FBW7; 650,000 tested, 0.13% active; normalized activity (activation), % at 26.1 µM; AlphaScreen FBW7–phospho-cyclin E peptide binding, activator screen; Q969H0; in the data active = normalized activity above about 1.9%;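 also: purified mutant Fbw7 with reduced substrate affinity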
# GPR151 ag = activators of human GPR151 | Q8TDV0 | PathHunter beta-arrestin GPR151 cells, luminescence | activation, % at 11.2 µM | 650,000 tested, 1% active | AID 1508602; in the data active = activation above about 4.9%;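 also: 0% = median of compound wells and 100% = cells with positive control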
# Target sequence (Q8TDV0 whole entry, looked up): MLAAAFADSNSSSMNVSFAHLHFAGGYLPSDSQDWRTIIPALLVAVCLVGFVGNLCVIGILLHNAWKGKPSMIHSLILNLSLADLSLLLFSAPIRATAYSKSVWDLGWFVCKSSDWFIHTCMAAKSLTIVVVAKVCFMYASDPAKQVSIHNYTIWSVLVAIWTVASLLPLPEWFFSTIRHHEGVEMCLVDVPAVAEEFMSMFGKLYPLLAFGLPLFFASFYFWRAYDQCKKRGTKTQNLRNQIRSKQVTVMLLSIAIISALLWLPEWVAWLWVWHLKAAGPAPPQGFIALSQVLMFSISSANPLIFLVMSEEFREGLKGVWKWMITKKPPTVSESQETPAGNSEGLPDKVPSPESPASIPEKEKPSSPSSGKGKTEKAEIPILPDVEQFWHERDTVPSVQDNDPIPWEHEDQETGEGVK
# TEAD-YAP block = TEAD-YAP interaction inhibition. HEK-TIYL cells, TEAD-Gal4/YAP UAS-luciferase luminescence. inhibition, % at 9.12 µM. 640,000 tested, 1.4% active; in the data active = inhibition above about 32%;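 also: 0% = median of test compound wells and 100% = reference inhibitor wells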
# * = called active by the depositor; . = no result given.
SMILES,MITF primary,FBW7 activator,GPR151 ag,TEAD-YAP block
CC(=O)Nc1ccc(NC(=O)CN2CCC(n3nnc4cc(F)ccc43)CC2)cc1,-17.9,0.0,-0.7,0.1
Cc1nc(C(C)Nc2nncc(-c3ccc(Cl)cc3)n2)cs1 (centres undefined),13.0,0.1,-0.7,-11.4
Cc1ccccc1NC(=O)CSc1nc(=O)n(CCCN(C)C)c2c1CCC2,6.4,-0.1,0.1,2.4
Cc1ccccc1CN1CCc2nnc(CNC(=O)C3CCC(=O)N3)n2CC1 (centres undefined),-9.6,0.0,-0.6,-3.2
Cn1cnnc1SC/C(O)=C(\C#N)c1nc2ccccc2s1,9.4,0.2,0.1,3.5
O=C(/C=C/c1ccccc1Cl)Nc1ccc(S(=O)(=O)Nc2nccs2)cc1,-2.0,-0.3,2.1,-21.1
CCS(=O)(=O)N1CCCc2cc(NC(=O)c3cccc(Br)c3)ccc21,12.2,0.2,-1.0,-33.2
CC1CCN(C(=O)CSc2nnc(-c3ccc4c(c3)OCCO4)o2)CC1,3.5,0.2,2.2,2.8
COc1ccc(NC(=O)Nc2ccc(C(C)C)cc2)cc1,1.1,-0.1,-0.4,-33.6
Cc1cccc2c(=O)cc(C)n(CC(=O)N3CCOCC3)c12,-3.6,-0.1,0.6,5.6
Cc1ccc2c(c1)CC(C(=O)Nc1ccc(-c3cn[nH]c3)cc1SCCN1CCOCC1)CO2 (centres undefined),-2.0,-0.4,-2.2,1.6
CC(=O)Nc1ccc(Nc2nc(-c3cccc(N)c3)nc3c2ncn3-c2ccccc2)cc1,24.8,-0.1,0.0,40.7*
CCOC(=O)c1ccc(NC(=O)/C=C/c2ccco2)cc1,2.6,-0.1,-2.0,-38.4
COc1cccc(CN2CCc3nc(N4CCC(C)CC4)[nH]c(=O)c3C2)c1,17.1,0.0,0.0,1.9
O=C1C=CC(=O)N1c1ccc(Cl)cc1[N+](=O)[O-],-1.2,0.1,-1.3,4.0
COC(=O)c1ccc(NC(=O)c2c(NCc3sccc3C)sc3c2CCCC3)cc1,0.4,-0.1,-0.7,-3.1
COc1cc(NC(=O)c2cccc(-c3ccccc3)c2)cc(OC)c1OC,28.6,0.0,0.6,-2.9
CCN(CCNC(=O)CN1C(=O)CC(C)(C)Sc2ccccc21)c1ccccc1,-11.2,-0.3,0.2,-3.5
CN(C)S(=O)(=O)NCC1CCCN(Cc2ccc(-c3ccccc3)cc2)C1 (centres undefined),8.9,0.3,-1.4,-2.1
CCOc1ccc(C2c3c(-c4ccccc4O)n[nH]c3C(=O)N2CCOC)cc1OC (centres undefined),10.8,0.2,0.4,12.3

# In another format: entries from further up.
compound | MITF primary | FBW7 activator | GPR151 ag | TEAD-YAP block
COC(=O)c1ccc(NC(=O)c2c(NCc3sccc3C)sc3c2CCCC3)cc1 | 0.4 | -0.1 | -0.7 | -3.1
Cn1cnnc1SC/C(O)=C(\C#N)c1nc2ccccc2s1 | 9.4 | 0.2 | 0.1 | 3.5

# Continued.
SMILES,MITF primary,FBW7 activator,GPR151 ag,TEAD-YAP block
Cc1cnc(-c2ccc(N3CCOCC3)nc2)nc1N,2.0,-0.2,-3.9,-10.0
Cc1nc2sc(C(=O)c3ccccc3)c(N)c2c(-c2ccncc2)c1C(=O)Nc1ccccc1,7.8,-0.1,0.6,11.2
CCOc1ccc(NC(=O)CN2CCN(CC(=O)c3ccc4c(c3)OCO4)CC2)cc1,9.0,-0.1,3.2,7.6
Cc1ccnc(NC(=O)CCC(=O)N(CC(=O)NC2CCCCC2)Cc2ccccc2)c1,-2.2,-0.1,-0.1,5.5
CN(Cc1cccnc1)C(Cc1ccccc1)C1CCN(C(=O)C2CCOCC2)CC1 (centres undefined),12.3,-0.2,-1.0,5.3
O=C(c1ccccc1)N1CCN(C2CCCC2)CC1,52.8*,0.0,0.7,4.2
CCCCc1c(C)c(C#N)c2nc3ccccc3n2c1N1CCN(Cc2ccc(OC)c(F)c2)CC1,11.8,0.0,0.1,-4.5
CCOc1cc(C2NC(=O)NC(C)=C2C(=O)OCC2CCCCC2)ccc1O (centres undefined),-1.8,-0.1,1.1,-12.0
COc1ccc(NC(=O)CCc2c(C)nc3c(c(C)nn3C(C)(C)C)c2C)cc1OC,1.1,0.2,0.4,4.8
O=C1c2cccc3cccc(c23)C(=O)N1CCCC(=O)N1CCc2ccccc21,-5.2,0.1,-1.1,-7.2
CCCCNC(=O)NC1C2CC3CC(C2)CC1C3 (centres undefined),6.9,0.4,-1.4,-1.9
Cc1c(C(N)=O)sc(N)c1C(=O)OC(C)C,25.7,0.6,-0.5,-16.1
O=C(CCn1c(SCc2cc(=O)n3cc(Cl)ccc3n2)nc2ccccc2c1=O)N1CCN(c2ccccc2)CC1,10.7,0.1,0.5,-2.4
CN1CCN(CCCn2cnc3c([nH]c4ccc(Cl)cc43)c2=O)CC1,3.4,1.2,-2.4,0.2
Cc1c(C(=O)Nc2c(F)cccc2F)sc2ncn(CC(=O)N3CC(C)CC(C)C3)c(=O)c12 (centres undefined),-3.3,0.7,-1.3,17.2
CC(C)CC1NC(=O)N(CCCCN2C(=O)c3ccccc3C2=O)C1=O (centres undefined),6.3,-0.1,0.2,7.1
COC(=O)CCCN1C(=O)/C(=C\c2ccco2)SC1=S,-3.0,-0.2,-1.8,-3.9
O=C(CSc1nc2ccccc2s1)n1c2ccccc2c2ccccc21,18.4,0.2,-2.7,-10.8
CCCn1c2c(c(O)c(C(=O)Nc3ncccc3C)c1=O)CCCC2,-6.3,-0.1,1.0,-7.1
CCOC(=O)c1cc[n+](CC(=O)c2cc3ccccc3oc2=O)cc1,-9.2,-0.2,0.3,-1.1
Cc1c(Cl)cccc1NC(=O)CSc1nc(=O)n(Cc2ccncc2)c2c1CCC2,-6.2,0.0,-1.8,13.7
CS(=O)(=O)c1ccc2nc(Nc3nc4cc5c(cc4s3)OCCO5)sc2c1,-14.3,0.5,-0.6,2.2
CCOC(=O)CNC(=S)Nc1ccc(Br)cc1Cl,16.2,0.0,-0.2,0.5
CCOC(=O)c1cc2n(c1C)-c1ccccc1C2=O,0.3,0.1,0.0,-25.3
COc1cc(NC(=S)Nc2ccc(OC)cc2OC)cc(OC)c1,-5.8,-0.4,0.8,0.7
O=c1n(Cc2c(F)cccc2Cl)c2ccccc2n1Cc1c(F)cccc1Cl,4.1,0.1,1.9,-3.6
Cc1ccc(-c2cc(C(=O)Oc3ccc([N+](=O)[O-])cc3)c3cc(C)ccc3n2)cc1,4.3,-0.1,0.6,-16.5
COc1ccc(S(=O)(=O)Nc2ccccc2OC)cc1,7.2,1.2,-0.1,15.2
O=C(CCCCCn1c(=S)[nH]c2ccc(Br)cc2c1=O)NC1CCN(Cc2ccccc2)CC1,-5.8,-0.1,0.8,-0.1
CCC(=O)Nc1ccc(NC(=O)COc2ccc(C)c(C)c2)cc1,14.6,0.5,0.8,-10.4
O=C(Nc1ccc(F)c(Cl)c1)c1cc(C2CC2)on1,4.5,0.1,1.0,-61.8
CCCCNC(=O)c1ccc2c(c1)N(Cc1cccc(Cl)c1)C(=O)CS2,-14.2,0.0,-0.7,-10.5
O=C(CN1CCC(O)(c2cccc(F)c2)CC1)NCCc1c[nH]c2ccccc12,1.5,0.1,-0.4,4.8
CSc1ccc(C2CC(=O)N3CN(C)CSC3=C2C#N)cc1 (centres undefined),-1.9,0.1,-0.5,-1.3
Cc1ccccc1Cn1c(=O)n(CCCCC(=O)NCc2cccs2)c(=O)c2ccccc21,8.0,0.2,0.0,-10.2
Cc1ccccc1C(=O)Nc1ccnn1C1CCN(C2CCSCC2)CC1,13.4,0.1,-2.0,6.7
O=C(CCN1CCCCC1)N1CCc2c([nH]c3ccccc23)C1c1ccccn1 (centres undefined),8.0,-0.1,1.2,-13.4
O=C(Nc1c(C(=O)Nc2ccc(F)cc2)cnn1-c1ccccc1)c1ccc(Cl)cc1,2.7,-0.1,-0.6,-6.5
O=C(NC1CCCCCC1)c1cccc(N2CCCC2=O)c1,-11.5,0.1,-1.4,61.3*
c1ccc2cc(OCCOCCN3CCCCC3)ccc2c1,36.0,-0.1,-0.1,6.9
O=C(Nc1cccnc1)N1CCCCC1,-7.8,-0.2,0.2,-7.4
Cc1cccc(NC(=O)c2ccc(F)cc2[N+](=O)[O-])c1C,7.2,-0.1,-0.1,5.4
COc1ccc(C(=O)NC(=S)Nc2ccc(S(=O)(=O)NC(C)C)cc2)cc1,4.7,0.8,-0.5,-8.1
CCc1ccc(CNC(=O)CCn2c(=O)oc3ccccc32)cc1,12.7,0.0,-0.5,-3.4
CCc1ccccc1NC(=O)C1CC2CCCN2C12C(=O)Nc1ccccc12 (centres undefined),-7.1,0.1,0.0,-5.3
O=C(OCc1nnc(-c2ccccc2)o1)C1CCN(S(=O)(=O)c2cccs2)CC1,-7.1,-0.1,-0.3,2.6
COc1ccc(C2C(C(=O)OCC3CCCO3)=C(C)NC3=C2C(=O)CC(c2cccs2)C3)c(OC)c1OC (centres undefined),-14.4,0.0,-1.1,10.3
C/C(=N\Nc1c([N+](=O)[O-])cc(C(F)(F)F)cc1[N+](=O)[O-])c1ccc(O)cc1,-12.9,-0.1,-0.5,-2.9
COc1ccc(CC(=O)NNC(=O)C(C)Oc2ccc(Cl)cc2Cl)cc1OC (centres undefined),-9.9,0.9,0.0,6.0
O=C1C(c2ccccc2F)N(C2CCCC2)C(=O)CN1C1CCCCCC1 (centres undefined),1.5,0.2,-0.3,5.2
COc1ccccc1CC1(C)NC(=O)N(CC(=O)Nc2ccc(-c3ccccc3)cc2)C1=O (centres undefined),4.8,0.2,0.1,1.5
COC(=O)C1C(c2ccccc2)C(C(=O)OCc2ccco2)C1c1ccccc1 (centres undefined),-0.1,0.2,-0.7,6.8
Cc1ccc2c(c1)N(CC(=O)N(Cc1ccccn1)Cc1ccco1)C(=O)C(C(C)C)O2 (centres undefined),1.4,-0.1,0.2,5.3
COc1cc2c(cc1O)CCN(C(=O)c1oc(=O)c3ccccc3c1-c1ccccc1)C2C (centres undefined),7.9,-0.2,0.3,-10.6
CC(C)C(=O)Nc1ccnc(-c2cccnc2)n1,4.4,-0.1,-1.2,6.7
O=c1c(COCc2ccccc2)cc2cccc3c2n1CCC3,-10.6,0.1,-0.8,-10.1
COC(=O)c1cc(NC(=O)c2ccc(Cl)cc2[N+](=O)[O-])cc(C(=O)OC)c1,-15.2,-0.3,-0.9,10.9
CCOC(=O)c1cccc(NC(=S)NC(=O)c2ccncc2)c1,-0.3,-0.3,1.3,5.8
CC1CC(=O)N(c2ccc(N3CCCCCC3)c([N+](=O)[O-])c2)C1=O (centres undefined),-0.5,0.0,-0.7,-6.2
COc1cc2nc(CN(C)Cc3nc4ccccc4c(=O)[nH]3)[nH]c(=O)c2cc1OC,9.5,-0.4,1.5,8.8

# Single records, from the list above. Order of values: MITF primary	FBW7 activator	GPR151 ag	TEAD-YAP block
# COc1ccc(C2C(C(=O)OCC3CCCO3)=C(C)NC3=C2C(=O)CC(c2cccs2)C3)c(OC)c1OC (centres undefined) across the screens: -14.4	0.0	-1.1	10.3
# O=C(OCc1nnc(-c2ccccc2)o1)C1CCN(S(=O)(=O)c2cccs2)CC1 across the screens: -7.1	-0.1	-0.3	2.6
# COc1cc2nc(CN(C)Cc3nc4ccccc4c(=O)[nH]3)[nH]c(=O)c2cc1OC across the screens: 9.5	-0.4	1.5	8.8

# Carrying on.
SMILES,MITF primary,FBW7 activator,GPR151 ag,TEAD-YAP block
O=C(CSc1nnc(-c2ccco2)n1-c1ccccc1)Nc1ccc(F)c([N+](=O)[O-])c1,3.1,-0.1,0.0,2.9
CC1(C2CCN(Cc3c[nH]c4ccccc34)CC2)NC(=O)N(CCN2CCOCC2)C1=O (centres undefined),0.2,-0.1,-0.5,0.5
COC(=O)c1ccc(OCC2c3cc(OC)c(OC)cc3CCN2C(=O)c2cccc(Cl)c2)cc1 (centres undefined),-71.3,0.0,-1.3,-1.0
CCCCC/C=C\CC(O)/C=C/C=C\C/C=C\CCCC(=O)O (centres undefined),-1.2,.,-0.7,.
CCCn1cc(NC(=O)c2ccnc(-c3ccccc3O)c2)cn1,21.1,1.0,-0.5,-69.3
CCS(=O)(=O)N1CCC(C(=O)N2CCOCC2)CC1,-13.3,0.2,-0.4,-5.7
CCNC(=O)CN(C)c1nnc(N2CCCC2=O)s1,6.0,0.2,-0.7,7.3
CCOC(=O)c1c(NC(=O)CCC(=O)OC)sc2c1CCCC2,3.4,0.3,-2.0,-0.2
COc1cc(NC(=O)c2noc(C)c2[N+](=O)[O-])c(OC)cc1Cl,5.6,-0.1,0.9,8.1
Cc1nc(NCc2ccco2)cc(-c2cncc(-c3ccccc3)c2)n1,-1.1,0.0,2.0,2.1
O=C(CCN1Cc2ccccc2OC(c2ccccc2)C1)NCC1CCS(=O)(=O)C1 (centres undefined),10.3,0.1,0.4,6.6
O=P(CCO)(c1ccccc1)c1ccccc1,16.9,0.1,-1.7,0.6
O=C(NCCNCc1ccccc1Cl)c1cccs1,34.4,0.4,0.7,-12.5
O=[N+]([O-])c1ccc2c(c1)Nc1nc3ccccc3nc1N2,20.5,-0.2,-1.9,-4.0
CCOc1cc(C(=O)Nc2cccc(-c3nc4ncccc4o3)c2C)cc(OCC)c1OCC,2.7,0.0,-0.3,6.5
O=C(c1ccc(F)cc1)N1CCC(C(=O)N(Cc2ccccc2)Cc2ccccc2)CC1,6.0,0.0,0.6,11.0
O=C1CCCN1CCCNC(=S)Nc1ccc(Cl)cc1Cl,3.9,0.1,-1.0,-3.8
CC(=O)N1C(=S)NC(=O)/C1=C/c1cc2cc(C)ccc2nc1N1CCOCC1,-0.7,0.0,0.6,37.6*
O=C(NCCCn1ccnc1)c1cc2c(s1)CCCC2,-0.4,0.0,-0.6,-5.7

# Some values from the entries so far.
# FBW7 activator with CC1(C2CCN(Cc3c[nH]c4ccccc34)CC2)NC(=O)N(CCN2CCOCC2)C1=O (centres undefined) : -0.1
# TEAD-YAP block with CCS(=O)(=O)N1CCC(C(=O)N2CCOCC2)CC1 : -5.7

# From PubChem
